# High-throughput results: PubChem, Sanford-Burnham Center for Chemical Genomics
# mIAP inh = blocks mouse intestinal alkaline phosphatase. AID 2806. inhibition, % at 10 µM. purified mouse IAP, CDP-Star luminescence, 30 min. actives 0.2% (n = 330,000);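 active means inhibition of at least 40% at 10 µM in the primary screen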;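 further: plate controls were DMSO with enzyme for no effect and no enzyme wells for full effect; values of inactives mirror those of a sister screen read the other way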
# ATG4B inh = blocks human ATG4B protease cleavage of LC3 substrate; ATG4B cleavage of LC3-PLA2, NBD-HPC fluorescence, 1 h; actives 0.51% (n = 340,000); inhibition, % at 8.33 µM; AID 504462; Q9Y4P1; in the data active means inhibition above about 40%
# Target sequence (Q9Y4P1 whole entry, looked up): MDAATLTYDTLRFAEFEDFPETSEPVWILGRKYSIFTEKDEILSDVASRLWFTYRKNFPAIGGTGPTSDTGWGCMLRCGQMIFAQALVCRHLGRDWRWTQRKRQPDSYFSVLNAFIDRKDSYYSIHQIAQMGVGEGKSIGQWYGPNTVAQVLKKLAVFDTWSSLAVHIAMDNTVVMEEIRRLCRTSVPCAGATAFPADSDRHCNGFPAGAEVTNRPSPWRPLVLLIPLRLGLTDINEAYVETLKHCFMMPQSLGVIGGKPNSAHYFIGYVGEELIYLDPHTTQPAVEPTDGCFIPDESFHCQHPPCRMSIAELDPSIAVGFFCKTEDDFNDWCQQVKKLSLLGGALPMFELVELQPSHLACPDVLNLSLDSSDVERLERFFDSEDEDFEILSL
# hIAP activ = human IAP activation; purified human IAP, CDP-Star luminescence, 30 min; active compounds read high; 1 = vehicle-only enzyme, 0 = enzyme-free background; actives 0.16% (n = 330,000); P09923; activation factor at 10 µM;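 active means activation factor of the enzyme at least 2-fold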; further: the source names both 10 and 20 µM as test concentration; values of inactives mirror those of a sister screen read the other way
# hIAP block = human IAP inhibition | P09923 | purified IAP, CDP-Star luminescence, 30 min | inhibition, % at 10 µM | actives 0.12% (n = 330,000) | AID 2544;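 active means inhibition reaching a set limit with compound at 10 µM in the primary screen, cut at about 35% in these data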;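 further: plate controls were DMSO wells with enzyme for no effect and no-enzyme buffer wells for full effect; values of inactives mirror those of a sister screen read the other way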
# MPTP block = inhibitors of mitochondrial permeability transition pore | isolated mouse mitochondria, Ca2+ swelling absorbance, 30 min | inhibition, % at 10 µM | actives 1.4% (n = 360,000);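 active means inhibition of 50% or more, scaled per plate between neutral and stimulator controls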;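 further: 0% = DMSO wells given calcium and 100% = 1 mM EGTA wells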
# A3G deaminase = blocks human APOBEC3G single-stranded DNA deamination; actives 0.28% (n = 330,000); recombinant A3G, ssDNA deamination FAM/TAMRA fluorescence; inhibition, % at 20 µM;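 active means inhibition of at least 40% at 20 µM, with no more than 30% in the related APOBEC3A deaminase screen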;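 further: plate controls were DMSO wells with A3G for no effect and wells lacking A3G enzyme for full effect; some compounds called inactive have numbers as strong as hits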
# Target sequence (Q9HC16 whole entry, looked up): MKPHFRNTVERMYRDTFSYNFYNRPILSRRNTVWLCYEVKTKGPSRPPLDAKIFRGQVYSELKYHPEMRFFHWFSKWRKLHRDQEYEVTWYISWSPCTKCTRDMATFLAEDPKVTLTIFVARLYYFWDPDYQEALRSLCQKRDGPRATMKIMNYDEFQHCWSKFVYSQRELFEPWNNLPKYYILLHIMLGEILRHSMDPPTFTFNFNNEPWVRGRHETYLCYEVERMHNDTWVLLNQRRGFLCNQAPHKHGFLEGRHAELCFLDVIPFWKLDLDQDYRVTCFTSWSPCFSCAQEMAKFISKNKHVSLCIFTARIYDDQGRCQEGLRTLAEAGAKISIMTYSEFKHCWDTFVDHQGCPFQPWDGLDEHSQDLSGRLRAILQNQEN
# A3A deaminase = inhibitors of human APOBEC3A DNA deaminase | inhibition, % at 20 µM | recombinant A3A, FAM/TAMRA ssDNA deamination fluorescence | actives 0.41% (n = 330,000) | P31941;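 active means at least 40% inhibition at 20 µM here, with at most 30% in a related deaminase screen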;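 further: plate controls were A3A with DMSO for no effect and wells lacking A3A enzyme for full effect; some results filed as inactive read as strong as hits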
# Target sequence (P31941 whole entry, looked up): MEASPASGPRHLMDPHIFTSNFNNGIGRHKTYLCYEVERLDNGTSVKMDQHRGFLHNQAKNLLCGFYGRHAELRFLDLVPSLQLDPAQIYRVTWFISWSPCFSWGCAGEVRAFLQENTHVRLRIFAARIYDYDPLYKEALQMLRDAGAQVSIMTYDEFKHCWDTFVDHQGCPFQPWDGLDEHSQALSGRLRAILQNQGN
# MIN6 prolif = inducers of beta-cell replication in MIN6 cells; MIN6 cells proliferation, ATPlite luminescence, 48 h; cells starved in 0.2% serum; 100% = growth in 10% serum; proliferation, % at 10 µM; actives 0.29% (n = 330,000); AID 2380;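 active means compounds whose signal lies at least 3.5 SD above the mean of all wells on their plate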;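 further: 0% = DMSO-treated cells in low-serum medium and 100% = 10% serum control; some compounds called inactive have numbers as strong as hits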
# mIAP act = increases mouse intestinal alkaline phosphatase activity; actives 0.24% (n = 330,000); AID 2805; activation factor at 10 µM; muIAP, CDP-Star luminescence, 30 min; active compounds read high; 1 = vehicle-only enzyme signal, 0 = enzyme-free wells;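 active means activation factor of at least 2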; further: the source names both 10 and 20 µM as test concentration; values of inactives mirror those of a sister screen read the other way
#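 System: mouse IAP enzyme. Reagent: CDP-Star chemiluminescent phosphatase substrate. Benchmarks: DMSO wells, no-enzyme wells. Times: 30 min enzyme-substrate-compound incubation at room temperature. Detection: luminescence from enzymatic CDP-Star hydrolysis. Doses: test compounds delivered from DMSO solution.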
# * = called active by the depositor; . = no result given.
# The opening two entries as a preview:
# The line under a structure holds: mIAP inh	ATG4B inh	hIAP activ	hIAP block	MPTP block	A3G deaminase	A3A deaminase	MIN6 prolif	mIAP act
- CN1CCN(C(=O)CSc2nnc(COc3ccccc3)o2)CC1
→ 8	0	1	-2	-0.5	-8	-1	-1	0.92
- Cc1ccc(S(=O)(=O)n2c(N)nc3ccccc32)cc1
→ 0	3	1	-1	0.0	-5	-3	0	1

# Results, previewed entries included:
# The line under a structure holds: mIAP inh	ATG4B inh	hIAP activ	hIAP block	MPTP block	A3G deaminase	A3A deaminase	MIN6 prolif	mIAP act
- CN1CCN(C(=O)CSc2nnc(COc3ccccc3)o2)CC1
→ 8	0	1	-2	-0.5	-8	-1	-1	0.92
- Cc1ccc(S(=O)(=O)n2c(N)nc3ccccc32)cc1
→ 0	3	1	-1	0.0	-5	-3	0	1
- CCOc1ccc(N2C(=O)CC(NCCNc3ccc(C(=O)c4cccs4)cc3)C2=O)cc1 (stereo not given)
→ 8	-10	1.1	-7	3.4	-6	1	-3	0.92
- COC(=O)c1ccc2c(c1)N(Cc1nc(-c3ccc(Cl)cc3)oc1C)C(=O)C1CCCN21 (stereo not given)
→ 2	-3	0.89	11	4.0	0	5	-5	0.98
- O=C(O)CCC(=O)Nc1ccc(-c2nc3ccc(C(=O)c4ccccc4)cc3[nH]2)cc1
→ -6	5	1.1	-14	1.0	-4	-10	-2	1.1
- COC(=O)Nc1sc2c(c1C(N)=O)CCCCCC2
→ 6	-10	1.6	-61	-3.9	16	-9	-1	0.94
- COc1ccccc1NC(=O)Cn1nc(C(F)(F)F)c2c1CCCC2
→ 3	1	0.85	15	3.0	-1	2	0	0.97
- O=C1c2ccccc2C(Nc2ccc(Cl)cn2)N1c1cccnc1 (stereo not given)
→ 2	0	0.98	2	0.6	6	2	2	0.98
- Cc1ccc(C(=O)Nc2ccc(F)c(S(=O)(=O)N3CCOCC3)c2)s1
→ -11	-3	1	-2	0.6	-5	-1	-1	1.1
- O=C(O)CCC/C=C\C[C@@H]1[C@@H](/C=C/[C@@H](O)COc2cccc(Cl)c2)[C@H](O)C[C@@H]1O
→ -4	-2	0.94	6	-1.6	-7	-2	7	1
- CCN1CCN(C(=O)c2ccccc2N(Cc2ccccc2)S(C)(=O)=O)CC1
→ -1	11	1	0	-2.7	3	1	-1	1
- CC(C)C(NC(=O)C1CCCCC1)C(=O)N1CCN(c2ccc(F)cc2)CC1 (stereo not given)
→ 4	-4	1	-2	0.0	0	0	-1	0.96
- COc1ccccc1NC(=O)c1ccccc1NS(C)(=O)=O
→ 0	4	1	-3	1.3	-2	-2	1	1
- COc1cc(NC(=S)NC(=O)C(C)C)ccc1NC(=O)c1cc2ccccc2o1
→ 4	-4	0.89	11	0.0	2	3	-1	0.96
- Cc1ccc(S(=O)(=O)Nc2cnc3ccccc3c2)cc1
→ 27	-3	1.1	-6	0.8	-4	-1	0	0.73
- O=C(CCN1C(=O)c2ccccc2S1(=O)=O)Nc1ccc(F)cc1F
→ -16	-2	0.93	7	-1.1	-1	2	-5	1.2
- Nc1nonc1-n1nnc(C(=O)N/N=C/c2ccncc2)c1-c1cccs1
→ 7	-1	1	-4	-1.6	-4	0	-1	0.93
- COc1cccc(NC(=S)NC(=O)/C=C/c2ccc(F)cc2)c1
→ 2	1	0.89	11	1.0	-6	-7	-5	0.98
- COc1ccc(-n2ccnc2SCC(=O)NCc2ccco2)c(OC)c1
→ 4	-2	0.97	3	-0.1	-5	3	0	0.96
- Cc1ccc(SC2CC(=O)N(c3ccc4c(c3)OCCO4)C2=O)cc1 (stereo not given)
→ 7	2	1.1	-8	-0.8	-5	-3	-5	0.93
- COc1ccc2c(c1)C(=O)CCC2c1ccccc1 (stereo not given)
→ -3	4	1.1	-11	0.5	-6	-2	-1	1
- O=C(O)c1ccccc1C(=O)N1CC=C(c2ccccc2)CC1
→ 8	0	1.1	-9	-3.8	-6	-2	-4	0.92
- O=C(CCSc1ccc(Cl)cc1)NC1CCCCC1
→ -2	2	0.85	15	-1.6	-1	5	1	1
- COc1ccc(CN(CC(=O)NC2CCCCC2)C(=O)CCCC(=O)Nc2ccccn2)cc1
→ -9	-11	1.2	-20	0.7	-5	-4	-1	1.1
- Cc1ccc(S(=O)(=O)CC(=O)N2CCN(c3ccc([N+](=O)[O-])cc3)CC2)cc1
→ -3	-5	0.95	5	1.1	-7	-4	-4	1
- Cc1nc(-c2cccc(NS(C)(=O)=O)c2)cs1
→ -5	6	0.98	2	-1.3	-1	2	-2	1.1
- Cc1ccc(NC(=O)CSc2nnc(CNC(=O)c3ccco3)n2C)cc1C
→ 5	-7	0.99	0	-3.1	-10	-3	0	0.95
- CC(=O)N1CCN(c2ccc([N+](=O)[O-])c(-n3nc(C)cc3C)c2)CC1
→ 9	2	0.86	14	-1.9	1	3	2	0.91
- C[C@H]1COC(=O)[C@@H](Cc2ccc(F)cc2)C/C=C\C[C@@H](CC(=O)NCCO)C(=O)N1
→ 11	0	0.93	7	0.2	-2	0	2	0.89
- Cc1ccc(C2(c3noc(CN(C)Cc4cnn(C)c4)n3)CCCC2)cc1
→ 7	1	1	-1	-0.1	-2	-2	-4	0.93
- C/C(=N\NC(=O)c1ccncc1)c1cccc(NC(=O)c2ccc(C(C)(C)C)cc2)c1
→ 1	-13	1.4	-36	1.1	-10	-6	-7	0.99
- Cn1c(N)c(C(=O)COC(=O)/C=C/c2cccc(Br)c2)c(=O)n(C)c1=O
→ 0	-3	0.92	8	-1.1	-8	0	5	1
- CCOc1ccc(NC(=O)C2CC(=O)N=C(N)S2)cc1 (stereo not given)
→ -1	-4	1.2	-24	0.3	-9	-3	-2	1
- Cc1cc(C)c(C#N)c(SCC(=O)NN2CC(=O)N(c3ccccc3F)CC2=O)n1
→ 10	-5	0.96	4	-9.7	-6	-3	0	0.9
- COc1ccccc1C(=O)NCCC(=O)NCC(c1ccc(F)cc1)N1CCOCC1 (stereo not given)
→ 5	-3	1.2	-19	-0.8	-5	-4	-3	0.95
- O=Cc1c(NC2CCCCC2)c2ccccc2[nH]c1=O
→ -6	8	0.83	17	2.7	-7	-6	1	1.1
- COc1ccccc1-n1cc(-c2ccc(Cl)cc2)[nH]c1=O
→ 1	-3	1.2	-21	0.4	4	3	0	0.99
- COc1ccccc1CNC(=O)COC(=O)c1cccnc1SCC(=O)NCc1ccccc1OC
→ -8	-8	1	-3	-0.1	25	-1	-1	1.1
- CCCC(C)NC(=O)c1ccc(F)cc1 (stereo not given)
→ -13	-8	0.94	6	-1.0	-3	0	0	1.1
- CCCc1cc(=O)oc2cc3occ(C)c3cc12
→ -15	-5	0.87	13	0.7	0	0	-2	1.2
- COCCNc1nc2sc3c(c2c(=O)n1Cc1ccco1)CCCCC3
→ 4	-7	1.1	-8	.	-4	-6	-3	0.96
- COCc1cc(=O)[nH]c(-c2ccc(C(F)(F)F)cc2)n1
→ -1	-12	1.1	-14	0.4	-3	-1	2	1
- CSc1nc2c(c(=O)[nH]1)C(c1ccccc1Cl)CC(=O)N2 (stereo not given)
→ -1	-12	0.89	11	0.2	2	7	-1	1
- Fc1ccccc1Nc1nc(N2CCOCC2)nc(N2CCOCC2)n1
→ 6	0	1.2	-20	-0.4	-3	-5	-1	0.94
- N#C/C(=C\c1cccs1)C(=O)Nc1nccs1
→ 8	-2	1	-2	0.2	9	4	-3	0.93
- Cc1cccc(-c2nnc(NC(=O)c3ccc(N4C(=O)CCC4=O)cc3)s2)c1
→ 9	0	1.1	-6	-2.7	0	2	2	0.91
- Cc1ccc2c(c1)c1c(c(=O)n(-c3ccccc3)c(=O)n1CC(=O)NCC1CCCO1)n2C (stereo not given)
→ 2	1	0.87	13	-2.6	-6	-4	1	0.98
- COc1ccc(NS(=O)(=O)c2cccc(C(=O)N3CCCCCC3)c2)cc1
→ 4	7	1.2	-19	0.8	-6	-3	-2	0.96
- CCC(C)(C(=O)NC1CCCCC1)N(C(=O)c1ccccn1)c1ccccc1 (stereo not given)
→ -6	-13	0.91	9	1.2	-4	-3	1	1.1
- CCOC(=O)C1=C(C)OC(N)=C(C#N)C1c1ccsc1 (stereo not given)
→ 8	2	1	0	-2.7	-8	-2	-4	0.92
- CCC(C)(C)n1nnnc1C(c1ccc(C)cc1)N1CCN(Cc2cccnc2)CC1 (stereo not given)
→ 2	-3	0.86	14	-2.5	-6	-1	-2	0.98
- Cc1c(C(=O)N(C)CCC#N)oc2ccc(S(=O)(=O)N3CC(C)CC(C)C3)cc12 (stereo not given)
→ 3	-9	1.1	-7	-0.2	-6	0	-3	0.97
- S=c1[nH]nc(-c2ccccc2)o1
→ -2	7	1	-3	2.4	-4	-5	-1	1
- COc1cccc(CN(C)CC(=O)Nc2ccccc2C(C)C)c1
→ -1	5	0.99	1	1.6	5	4	0	1
- C[C@@H]1CN([C@@H](C)CO)C(=O)Cc2cc(NC(=O)Nc3ccc4c(c3)OCO4)ccc2O[C@@H]1CN(C)C(=O)NC1CCCCC1
→ -61	-9	1	-4	0.4	-6	-4	-2	1.6
- COc1ccccc1N1CCN(C2CCCN(C(=O)CCn3cncn3)C2)CC1 (stereo not given)
→ -5	-1	0.92	8	-0.1	-3	3	-5	1.1
- Cc1cccc(-c2nc3c(c(SCC(=O)N(C)C)n2)CCCC3)c1
→ -6	-1	0.99	1	-8.0	-3	-2	-1	1.1
- Cc1ccc(C2(C)NC(=O)N(CC(=O)Nc3ccc4c(c3)OCO4)C2=O)cc1 (stereo not given)
→ -6	-15	1.1	-7	1.3	-7	-3	-3	1.1
- CCC(=O)NNc1ccc(Br)cc1
→ 5	-12	1.1	-10	1.5	-6	-1	2	0.95
- CC1=C(C(=O)Nc2ccccc2)C(c2ccco2)NC(=S)N1 (stereo not given)
→ -5	-1	1	0	-0.1	-3	-1	3	1

# Other structures follow.
# The line under a structure holds: mIAP inh	ATG4B inh	hIAP activ	hIAP block	MPTP block	A3G deaminase	A3A deaminase	MIN6 prolif	mIAP act
- CC(=O)Nc1ccc(S(=O)(=O)Nc2nnc(C(C)C)s2)cc1
→ 6	2	0.9	10	-0.5	-3	-2	2	0.94
- CCCc1c(C)nn(C(=O)/C(C#N)=N/Nc2ccccc2[N+](=O)[O-])c1C
→ 0	2	0.98	2	0.6	-6	0	-1	1
- O=C(C1CCC(=O)N(C2CC2)C1)N(CCO)Cc1ccccc1 (stereo not given)
→ -2	-6	0.94	6	-1.5	-1	-1	1	1
- O=C(O)CCc1nc2ccccc2n(CCc2ccccc2)c1=O
→ 6	-9	0.92	8	1.3	-9	-4	-3	0.94
- CCOC(=O)[C@H]1[C@H]2COc3ccc(Br)cc3[C@@H]2N2C(=O)c3cc(Br)ccc3NC(=O)[C@@]12C
→ 2	-6	0.93	7	-0.2	-6	-1	-8	0.98
- CC(=O)C1=C(O)C(=O)N(Cc2ccccc2)C1c1ccc(N(C)C)cc1 (stereo not given)
→ 7	-2	1	0	-0.4	-4	-8	6.1*	0.93
- CCOc1ccc(NC(=O)c2nccnc2CO)cc1
→ 2	2	0.99	1	-0.8	-2	1	-1	0.98
- Cc1ccc(-n2c(SCC(=O)OC(C)C)nnc2-c2ccncc2)cc1
→ 2	3	1.1	-13	4.0	-6	-10	0	0.97
- Cc1ccc(OCCSc2nc3ccccc3n2CC(=O)O)cc1
→ -2	-10	1	0	0.7	4	3	-2	1
- Cc1ccc(C)c(Cn2c3ccccc3c3cnn(CC(=O)NCCCN4CCCCC4)c(=O)c32)c1
→ -2	-9	1.3	-28	5.4	-9	-5	-7	1
- CC(=O)c1ccc(NC(=S)N2CCCC(CO)C2)cc1 (stereo not given)
→ 3	-1	1	0	-3.4	-2	-1	-3	0.97

# Outcome played no part in choosing rows. Share with any hit: about 3.3%.
